Rab9 promoter act: Rab9 promoter activation | Huh7 Rab9 promoter-luciferase reporter, luminescence, 24 h | Potency, µM (highest dose often 9.22 µM), for the others: top-dose activation, negative = inhibition, actives largely listed as activators | 2.8% of 320,000 active; also: potency is read from the fitted curve at half-maximal effect; % of control where 0% means no effect; nearly all actives have a fitted effect of over 60% in size
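Stable Rab9-luc Huh7, 1500 cells/well, 2 h settle; cmpd in DMSO, 24 h, 37 °C/5% CO2; luciferase reagent 10 min RT; luminescence.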
PKM2 activator: increases activity of human pyruvate kinase M2; P14618; purified PKM2, Kinase-Glo ATP luminescence, activation; response scale: 0% is enzyme alone, no compound; Potency, µM (titrated, usually from 57.5 µM), for the others: top-dose activation, most hits filed as activators; 0.34% of 260,000 active; AID 1631; also: potency is read from the fitted curve at half-maximal effect; % is scaled to controls: 0 for no effect and ±100 for the full control effect; nearly all actives have a fitted effect of over 55% in size
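Purified hPK-M2 (>95% pure) converted ADP (0.1 mM final) to ATP with 0.5 mM PEP in 50 mM imidazole pH7.2, KCl, MgCl2, Tween 20, BSA; 1 h at room temperature. ATP detected by Kinase-Glo luminescence.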
KCNH2 3.1 inh: blocks the human KCNH2 3.1 channel isoform | U2OS KCNH2 3.1, thallium flux FluxOr; hits give low values | AID 720553 | activity change, % (tested at about 1.8 µM) | 0.95% of 340,000 active;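 active = maximum activity change below -70%; inconclusive = maximum activity change from -70% to -50%; inactive = maximum activity change above -50%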;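 also: thallium influx rate constant from kinetic fluorescence after stimulation buffer; % is scaled to controls: 0 for no effect and ±100 for the full control effect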
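Thallium flux via FluxOr fluorescence (Red40 quencher, 45 min loading) in U2OS cells virally expressing the KCNH2 3.1 isoform (1.77 x 10^8 /mL virus, overnight at 37 C). Rate constants from 2-min kinetic reads post-stimulation, normalised to positive and negative controls.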
FLuc counter: inhibits or activates purified firefly luciferase, miR-21 counter-screen; P08659; purified FLuc, Km substrates, luminescence inhibition; Potency, µM (highest dose often 57.5 µM), without a hit: at the top dose activity change, negative = inhibition, actives largely listed as inhibitors; 6.9% of 360,000 active; AID 588342;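 also: potency is read from the fitted curve at half-maximal effect; plate controls were vehicle for no effect and reference inhibitor for full effect; nearly all actives have a fitted effect of over 55% in size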
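Biochemical qHTS of compounds, final roughly 60 µM downward over six points, against 10 nM purified firefly luciferase using Km concentrations of substrates (10 uM D-luciferin, 10 uM ATP) in Tris acetate pH 7.5 buffer; luminescence output.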
MBNL1 CUG block: blocks human MBNL1 binding to CUG repeat RNA | Q9NR56 | Potency, µM (top dose mostly 57.5 µM), inactives show top-dose activity change, negative = inhibition, usual class: inhibitors | TR-FRET MBNL1-His/biotin-(CUG)12 binding, 665/545 ratio | 0.036% of 280,000 active | AID 2675; active = well fitted inhibition curve with a large enough effect in the signal ratio, with a control signal flat, not every such curve was filed as active; inconclusive = small, poorly fitted or top-dose-only effect, or effect the other way, or a change in a side signal; inactive = no such curve, though single readings can be large or run the other way; the % refers to the signal ratio; also: potency is read from the fitted curve at half-maximal effect; % is scaled to controls: 0 for no effect and ±100 for the full control effect
Target sequence (Q9NR56 whole entry, looked up): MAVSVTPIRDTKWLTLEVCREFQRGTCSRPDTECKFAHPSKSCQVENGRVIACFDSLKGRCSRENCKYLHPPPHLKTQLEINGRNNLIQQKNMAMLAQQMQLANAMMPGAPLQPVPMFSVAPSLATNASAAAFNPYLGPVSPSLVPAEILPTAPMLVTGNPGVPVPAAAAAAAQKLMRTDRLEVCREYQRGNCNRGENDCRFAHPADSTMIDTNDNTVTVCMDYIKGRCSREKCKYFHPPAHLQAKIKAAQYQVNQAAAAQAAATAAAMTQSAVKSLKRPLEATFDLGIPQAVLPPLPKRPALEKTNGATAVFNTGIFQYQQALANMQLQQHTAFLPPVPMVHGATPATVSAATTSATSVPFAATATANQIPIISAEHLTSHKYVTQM
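TR-FRET readout: Ex 340 nm, 665/545 nm emission ratio, normalized to buffer-only (basal) and MBNL1-(CUG)12 controls. Complex of MBNL1-His with Biotin-(CUG)12, compounds 92 nM–58 uM, incubated 60 min at room temperature.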
Gal4-VP16 FLuc: Gal4-VP16 reporter inhibition counter-screen | Drosophila S2 Gal4-VP16 UAS-luciferase, luminescence, 20 h | Potency, µM (top dose mostly 53.6 µM), for the others: at the top dose activity, negative = inhibition, usual class: inhibitors | 3.5% of 310,000 active | AID 2546;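 also: Gal4-VP16 expression switched on by copper sulfate through the metallothionein promoter; potency is read from the fitted curve at half-maximal effect; % is scaled to controls: 0 for no effect and ±100 for the full control effect; nearly all actives have a fitted effect of over 50% in size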
NPC1 prom act: NPC1 promoter activation; AID 485313; Potency, µM (titrated, usually from 9.22 µM), for the others: at the highest dose activation, hits mostly activators; 2.4% of 320,000 active; Huh7 NPC1 promoter luciferase reporter, 24 h;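 also: potency is read from the fitted curve at half-maximal effect; % of control where 0% means no effect; nearly all actives have a fitted effect of over 60% in size; reporter is driven by a mutant NPC1 promoter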
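Stably transfected Huh7 (NPC1 promoter→luciferase), 1500 cells/well in Opti-MEM + 10% FBS, 2 h settle, then compound 24 h at 37 °C. Luminescence after 10 min with Amplite reagent.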
Mito fusion act: mitochondrial division inhibition or fusion activation. S. cerevisiae fusion-defective mutant growth rescue, CellTiterGlo 48 h. Potency, µM (series often up to 46.1 µM), without a hit: at the highest dose growth rescue (activation), hits mostly activators. 0.23% of 320,000 active;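 also: potency is read from the fitted curve at half-maximal effect; % of control where 0% means no effect; nearly all actives have a fitted effect of over 45% in size; temperature-sensitive fusion mutants such as fzo1-1 at 37 °C on non-fermentable ethanol glycerol medium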
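Temperature-sensitive fusion-defective S. cerevisiae (e.g. fzo1-1, mgm1-5) were grown with compound in YPEG medium (3% ethanol, 3% glycerol) for 48 hours at 37C. Growth rescue was measured as viability by CellTiterGlo luminescence after 10 minutes at ambient.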
Menin-MLL TR inh: inhibitors of human menin-MLL interaction, mutant MLL peptide. O00255. Menin + Texas Red MLL mutant peptide, fluorescence polarization. Potency, µM (titrated, usually from 61.6 µM), inactives show at the top dose FP activity change, negative = inhibition, hits mostly inhibitors. 0.23% of 270,000 active; active = well fitted inhibition curve with a large enough effect in the polarisation, with a control signal flat, not every such curve was filed as active; inconclusive = small, poorly fitted or top-dose-only effect, or effect the other way, or a change in a side signal; inactive = no such curve, though single readings can be large or run the other way; the % refers to the polarisation; also: potency is read from the fitted curve at half-maximal effect; % of control where 0% means no effect; many of its hits are not listed in these tables
Target sequence (O00255 whole entry, looked up): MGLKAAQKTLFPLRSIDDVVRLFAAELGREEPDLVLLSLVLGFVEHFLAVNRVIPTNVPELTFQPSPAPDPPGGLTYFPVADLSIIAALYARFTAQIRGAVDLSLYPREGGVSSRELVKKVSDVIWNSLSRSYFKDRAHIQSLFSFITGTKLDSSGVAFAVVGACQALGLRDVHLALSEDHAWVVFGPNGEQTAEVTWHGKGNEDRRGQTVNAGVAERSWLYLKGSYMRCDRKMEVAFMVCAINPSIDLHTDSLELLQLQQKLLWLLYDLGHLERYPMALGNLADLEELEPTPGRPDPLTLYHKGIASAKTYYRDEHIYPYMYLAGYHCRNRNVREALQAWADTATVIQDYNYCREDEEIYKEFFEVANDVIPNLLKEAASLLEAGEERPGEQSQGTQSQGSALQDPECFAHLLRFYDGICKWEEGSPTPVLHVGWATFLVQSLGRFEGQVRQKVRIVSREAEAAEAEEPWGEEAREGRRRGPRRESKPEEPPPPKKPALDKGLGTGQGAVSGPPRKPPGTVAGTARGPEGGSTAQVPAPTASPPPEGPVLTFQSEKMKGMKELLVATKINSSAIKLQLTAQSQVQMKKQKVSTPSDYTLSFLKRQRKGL
RORg inh: inhibitors of mouse ROR gamma transcriptional activity | Drosophila S2 Gal4-RORgamma UAS-luciferase reporter, 20 h | AID 2551 | Potency, µM (top dose mostly 53.6 µM), for the others: top-dose activity change, negative = inhibition, most hits filed as inhibitors | 5.4% of 310,000 active; also: potency is read from the fitted curve at half-maximal effect; % is scaled to controls: 0 for no effect and ±100 for the full control effect; nearly all actives have a fitted effect of over 60% in size
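Read-out: Photinus luciferase luminescence; inhibitors lower reporter signal. Insect Schneider cells with Gal4-ROR gamma fusion under metallothionein promoter, UAS reporter; 700 uM final copper sulfate induction, 20 hr, ambient temperature.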
ELG1 repair inh: blocks ELG1-dependent DNA repair in HEK293T cells; AID 504467; 2.3% of 330,000 active; Potency, µM (top dose mostly 46.1 µM), without a hit: at the highest dose activity change, negative = inhibition, hits mostly inhibitors; HEK293T ELG1-luciferase reporter, luminescence, 16 h; DNA damage induced by 5-fluorouridine; also: potency is read from the fitted curve at half-maximal effect; % is scaled to controls: 0 for no effect and ±100 for the full control effect; nearly all actives have a fitted effect of over 55% in size
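Step one: seed 2,000 cells per well. Step two: pin-transfer compound or DMSO alongside 5-fluorouridine. Step three: incubate 16 hr, 37 °C, 5% CO2. Step four: add ONE-Glo, wait 30 min, read luminescence.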
* marks the source's active call; other numbers are inactive results; ? = inconclusive; · = no result given; [ ] = dose if it differs, or a comment. Unless noted, calls follow the shape of the dose curve; as a rule, active = well fitted curve in the direction sought with a large enough effect; inconclusive = small, poorly fitted or top-dose-only effect, or another doubt; inactive = no such curve, though single readings can be large; an effect the other way counts as inactive or inconclusive. Not all compounds are listed; rates above refer to the full screens.

SMILES	Rab9 promoter act	PKM2 activator	KCNH2 3.1 inh	FLuc counter	MBNL1 CUG block	Gal4-VP16 FLuc	NPC1 prom act	Mito fusion act	Menin-MLL TR inh	RORg inh	ELG1 repair inh
COc1cc(/C=C/c2ccc3c([N+](=O)[O-])cccc3n2)ccc1OCC(=O)O	0%	-1%	-5	3.4µM*	?	3%	3%	-3%	·	4%	14%
Cc1sc2ncn(CC(=O)NCc3ccccn3)c(=O)c2c1S(=O)(=O)N1CCOCC1	7%	5%	-8	3%	-4%	-5%	0%	-3%	10%	5%	0%
C#CCOCCOCCOCCNc1nc(N2CCN(C(=O)[C@H](C)n3cc(CCCN=C(N)N)nn3)CC2)nc(N2CCN(C(=O)[C@H](Cc3ccc(O)cc3)n3cc(CCO)nn3)CC2)n1	-2%	-8%	·	-1%	-26%	-18%	-2%	2%	-4%	11%	5%
O=C(Oc1ccccc1C(=S)N1CCOCC1)c1cccc([N+](=O)[O-])c1	-1%	·	-5	0%	?	13%	0%	2%	-8%	37%	4%
CC(C)OC(=O)/C(C#N)=C/c1cn(Cc2ccccc2)c2ccccc12	-1%	0%	-13	-10%	-3%	-6%	-2%	8%	3%	3%	?
Cc1cc(Cl)ccc1OCC(=O)NCCOc1nc(N2CCOCC2)nc(N2CCOCC2)n1	8%	0%	8	5%	-2%	0%	-3%	-1%	-4%	13%	10µM*
O=C(NCCCN1CCOCC1)c1ccc2c(c1)N(Cc1cccc(F)c1)C(=O)c1ccccc1S2	2%	·	-16	-1%	76%[activator]	0%	6%	0%	·	?	?
CCOc1ccccc1NC1=C(Cl)C(=O)N(c2ccccc2)C1=O	0%	0%	8	2%	?	19%	3%	2%	14%	23%	-15%
Cc1sc2ccccc2[n+]1CC(=O)O	8%	8%	10	-13%	2%	4%	1%	5%	·	-2%	0%
CCCCC(c1nnnn1C1CCCC1)N1CCN(C(=O)c2ccco2)CC1 (stereo not given)	-2%	-7%	-9	0%	0%	-3%	3%	2%	0%	4%	11%
CC1(C)CC2CC(C)(CN2S(=O)(=O)c2cccc(N)c2)C1 (stereo not given)	-8%	2%	1	3%	24%	7%	-3%	19%	-15%	?	-6%
Nc1nncn1C(=O)CCc1ccccc1	16%	-11%	-6	0%	-4%	2%	4%	-2%	1%	6%	0%
CCCCC(=O)Nc1cccc(C(C)O)c1 (stereo not given)	2%	-28%	·	1%	-4%	10%	-3%	-3%	15%	-17%	0%
CN(c1ccc([N+](=O)[O-])cc1C(N)=O)C1CCCCC1	-3%	-10%	-11	-1%	?	3%	0%	-3%	9%	31%	-12%
CCN1CCCC1CNC(=O)CN1C(=O)COc2ccc(C)cc21 (stereo not given)	1%	11%	3	8%	-6%	-2%	2%	-3%	-10%	-4%	26%
C[C@@H](C(=O)NCc1ccccc1)N1C(=O)C2CC=CCC2C1=O (stereo not given in full)	-5%	-1%	15	-3%	0%	-8%	5%	0%	·	-24%	12%
COc1cc(S(=O)(=O)N2CCN(c3ccccc3)CC2)ccc1F	-1%	-2%	-6	0%	9%	-1%	-1%	-4%	7%	3%	-3%
O=C(CNC(=O)c1ccccc1)Nc1cccc(C(F)(F)F)c1	11%	-6%	-6	0%	?	-9%	0%	1%	13%	27%	23%
O=C(Nc1ccc(NC(=O)c2ccccc2F)cn1)c1ccco1	0.56µM*	·	7	1.9µM*	-9%	13µM*	0.32µM*	-7%	-6%	14µM*	?
CN(Cc1ccccc1)CC(O)COc1ccc(CNCc2cc3ccccc3s2)cc1 (stereo not given)	2%	-9%	-19	0%	9%	-26%	-1%	-12%	?	6%	-7%
COC(=O)c1ccc(CN2CCC(CO)(Cc3cccc(OC)c3)CC2)cc1	0%	5%	-34	2%	-10%	-3%	-5%	8%	3%	12%	5%
O=C(COc1cccc(-n2cnnn2)c1)Nc1ccccc1	-4%	-15%	-11	-14%	-10%	7%	-7%	2%	-14%	2%	3%
CC(=O)c1c(C)[nH]c(C(=O)O)c1C	0%	2%	-11	4%	-4%	2%	-4%	1%	1%	1%	-16%
CCOC(=O)c1cn(CC(=O)Nc2ccc(C)cc2)nn1	-9%	-1%	-1	7%	-2%	-4%	-1%	-1%	0%	16%	-17%
S=C1CSc2ccccc2N1	7%	2%	0	-6%	3%	7.9µM*	0%	-9%	-1%	3.5µM*	13%
Cc1cc(N2CCC(C)CC2)nc(-n2nc(C)cc2C)n1	-12%	-4%	-6	-14%	9%	1.3µM*	0%	7%	-8%	0.4µM*	?
CN(C)S(=O)(=O)c1ccc(C(=O)NCc2nnc(SCC(=O)N3CCCC3)o2)cc1	3%	-1%	0	1%	-7%	2%	-1%	2%	·	-6%	20%
Nc1cc(-c2ccccc2)nn1Cc1ccccc1	-8%	2%	18	-7%	-1%	-1%	9%	2%	0%	-17%	-20%
O=C(N/N=C\c1ccc(COc2ccc([N+](=O)[O-])cc2)o1)c1ccc(Cl)cc1	0%	-1%	-77*	-17%	3%	?	0%	2%	3%	13µM*	-22%
CCOC(=O)Cc1csc(NC(=O)c2c(-c3c(Cl)cccc3Cl)noc2C)n1	-3%	8%	-15	4%	7%	5%	-6%	3%	-8%	-31%	-2%
O=C(Nc1cccc(S(=O)(=O)N2CCOCC2)c1)c1ccccc1[N+](=O)[O-]	-6%	·	10	0%	·	·	-2%	-1%	·	·	18%
O=C(O)c1cc(-c2c[nH]c3ccccc23)nc2cc3ccccc3cc12	25%	1%	·	0.67µM*	12%	-19%	27%	10%	·	5µM*	?
CCN(CC)CCCNc1nc2cc(OC)c(OC)cc2c2nc(-c3cccnc3)nn12	-12%	-2%	6	3%	-5%	?	-10%	0%	·	-35%	-17%
CC1(C)Cc2cccc(OCC(=O)NCc3ccccc3F)c2O1	-2%	·	5	2%	·	·	1%	6%	·	·	14%
CC(C)CNC(=O)C1CCCN(C(=O)NCc2ccccc2)C1 (stereo not given)	0%	-11%	-39	0%	2%	2%	0%	2%	7%	13%	8%
O=c1c2ccccc2sn1-c1ccccc1	25%	-58%	-12	7.6µM*	-4%	2.8µM*	10%	-20%	6%	3.5µM*	?
COC(=O)c1sccc1NC(=O)c1ccc(C)cc1	21%	·	8	-6%	?	-4%	-1%	13%	4%	-2%	-4%
CCOc1ccc(S(=O)(=O)NCCC(=O)NC2CCCCC2)cc1	1%	·	4	5%	·	·	4%	1%	·	·	9%
Clc1ccc(CN2CCN(/N=C/c3cccnc3)CC2)cc1	-3%	-2%	1	-3%	10%	-6%	1%	4%	-16%	31%	?
Cc1ccc(-c2nn3nnnc3c3ccccc23)cc1C	0%	-7%	3	-2%	-12%	-6%	0%	1%	0%	-2%	2%
COC(=O)c1c(C(=O)OC)c(-c2ccc(C)cc2)n2c1CS(=O)C2 (stereo not given)	-1%	-1%	·	3%	-5%	-7%	0%	0%	-9%	11%	?
O=C(Nn1c(=S)[nH]c2ccccc2c1=O)c1ccncc1	18%	-4%	-8	5%	-11%	18%	7%	0%	0%	11%	0%
Cc1cccc(NC(=O)NCC(c2cccnc2)N2CCOCC2)c1 (stereo not given)	8%	-2%	6	13%	-6%	1%	10%	3%	-2%	-1%	-7%
CCC(C)NC(=O)c1n[nH]c(=O)c2ccccc12 (stereo not given)	-12%	5%	-4	5%	8%	-3%	0%	8%	?	18%	22%
O=C(Nc1ccncc1)Nc1ccc(F)cc1F	8%	-19%	-15	-12%	-14%	·	14%	14%	-16%	0%[0.365 µM]	17%
CC1CN(c2nc(Nc3ccccc3)nc(N)c2[N+](=O)[O-])CC(C)O1 (stereo not given)	2%	-20%	-14	1%	?	0%	1%	-10%	·	-6%	?
CC(C)C(C(=O)NCC1CCCO1)N(Cc1cccs1)C(=O)CNS(=O)(=O)c1ccccc1 (stereo not given)	-2%	-7%	-30	0%	2%	-5%	-1%	3%	3%	29%	-1%
Cc1ccnc(NS(=O)(=O)c2ccc(NC(=O)c3ccc(S(=O)(=O)N4CCOCC4)cc3)cc2)n1	-7%	-1%	-9	-3%	-7%	-1%	3%	-5%	12%	2%	-3%
Cc1ccc(S(=O)(=O)Oc2ccc(C3C4=C(CCCC4=O)OC4=C3C(=O)CCC4)cc2)cc1	-6%	1%	-45	1%	-9%	-8%	1%	-14%	-4%	23%	-2%
